Rab9 promoter act: activates the Rab9 promoter; Huh7 Rab9 promoter-luciferase reporter, luminescence, 24 h; Potency, µM (top dose mostly 9.22 µM), for inactives: at the top dose activation, negative = inhibition, actives largely listed as activators; 320,000 tested, 2.8% active; also: potency is read from the fitted curve at half-maximal effect; % of control where 0% means no effect; nearly all actives have a fitted effect of over 60% in size
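Quantitative HTS format; Huh7 Rab9-luciferase reporter cells (1500/well) receive compound 2 h post-plating, incubate 24 h at 37 °C, then get luciferase reagent for 10 min before luminescence reading.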
NPC1 promoter act: activates the NPC1 promoter. Potency, µM (highest dose often 9.22 µM), for the others: top-dose activation, hits mostly activators. AID 485313. 320,000 tested, 2.4% active. Huh7 NPC1 promoter luciferase reporter, 24 h;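 also: potency is read from the fitted curve at half-maximal effect; % of control where 0% means no effect; nearly all actives have a fitted effect of over 60% in size; reporter is driven by a mutant NPC1 promoter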
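Stable NPC1-promoter luciferase Huh7 line; cpd (DMSO) 24 h, 37 °C, 5% CO2; Amplite luciferase reagent 10 min RT; luminescence readout. qHTS format.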
p53 reactivator: mutant p53 re-activation in reporter cells; H1299 p53-A138V BP100-luciferase reporter, luminescence, 24 h; Potency, µM (highest dose often 92.2 µM), for the others: at the highest dose activity change, positive = activation, hits mostly activators; 320,000 tested, 0.063% active; AID 504706; also: potency is read from the fitted curve at half-maximal effect; % of control where 0% means no effect; nearly all actives have a fitted effect of over 45% in size
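H1299 (p53-null), stable ts p53-A138V + BP100-Luc; 1000 cells/well, Opti-MEM/10% FBS; cpd 4 pt, 1:5; 24 h, 37 deg C, 5% CO2; detection reagent 10 min RT; luminescence.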
BRCA1 expr act: activators of BRCA1 expression | MCF7-BRCA1-FFLuc reporter, luminescence, 48 h; response scale: scaled: vehicle 0%, 10 µM genistein 100% | Potency, µM (series often up to 46.1 µM), for inactives: at the top dose activation, usual class: activators | 380,000 tested, 1.1% active; also: potency is read from the fitted curve at half-maximal effect; nearly all actives have a fitted effect of over 80% in size; some results filed as inactive show a strong effect at the top dose
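Reporter cells (MCF7, BRCA1 promoter-firefly luciferase) received library compounds across a concentration series for 48 h. End-point luminescence was measured and concentration-effect curves derived after normalization.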
FLuc modulator: inhibits or activates purified firefly luciferase, miR-21 counter-screen; purified FLuc, Km substrates, luminescence inhibition; Potency, µM (series often up to 57.5 µM), without a hit: top-dose activity change, negative = inhibition, usual class: inhibitors; 360,000 tested, 6.9% active; AID 588342;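 also: potency is read from the fitted curve at half-maximal effect; plate controls were vehicle for no effect and reference inhibitor for full effect; nearly all actives have a fitted effect of over 55% in size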
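Purified P. pyralis luciferase, 10 nM final, with Km-level 10 uM D-luciferin and 10 uM ATP in 50 mM Tris acetate pH 7.5, 10 mM Mg acetate, 0.01% Tween-20, 0.05% BSA; 6-point qHTS titration about 60 µM downward; luminescence read.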
Tb PFK block: T. brucei PFK enzyme inhibition. T. brucei PFK, ADP-Glo luminescence. Potency, µM (highest dose often 57.5 µM), for inactives: top-dose activity, negative = inhibition, actives largely listed as inhibitors. 330,000 tested, 0.17% active. AID 485367;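 also: potency is read from the fitted curve at half-maximal effect; 0% = uninhibited 1x PFK enzyme wells and -100% = no-enzyme wells; nearly all actives have a fitted effect of over 60% in size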
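Activity is normalized to no-enzyme wells (full inhibition) and 1.25 nM enzyme wells (no inhibition). Reaction: 0.5 mM F6P, 0.1 mM ATP, 45 min RT, ADP-Glo luminescence; concentration-response curves fitted and classed by quality.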
ELG1 DNA repair: inhibitors of ELG1-dependent DNA repair in HEK293T cells. Potency, µM (highest dose often 46.1 µM), for the others: at the top dose activity change, negative = inhibition, actives largely listed as inhibitors. HEK293T ELG1-luciferase reporter, luminescence, 16 h; DNA damage induced by 5-fluorouridine. 330,000 tested, 2.3% active. AID 504467; also: potency is read from the fitted curve at half-maximal effect; % is scaled to controls: 0 for no effect and ±100 for the full control effect; nearly all actives have a fitted effect of over 55% in size
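In this reporter screen, reduction of luminescence relative to DMSO vehicle indicated activity. Compounds and 5-fluorouridine were added together to 2,000 cells per well, incubated for 16 hr at 37 °C, then developed with ONE-Glo.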
ELG1 genotoxic: inducers of genotoxicity in HEK293T ELG1-luciferase cells; 330,000 tested, 1.3% active; AID 504466; HEK293T ELG1-luciferase reporter, luminescence, 16 h; Potency, µM (highest dose often 46 µM), for the others: top-dose activity change, positive = activation, usual class: activators; also: potency is read from the fitted curve at half-maximal effect; % of control where 0% means no effect; nearly all actives have a fitted effect of over 60% in size
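Cells (2,000/well) expressing the ELG1-luciferase fusion are dosed by pin tool and kept 16 hr at 37 °C, 5% CO2. Signal comes from ONE-Glo luciferase reagent after 30 min at room temperature.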
Gal4-VP16 FLuc: Gal4-VP16 reporter inhibition counter-screen; Drosophila S2 Gal4-VP16 UAS-luciferase, luminescence, 20 h; Potency, µM (highest dose often 53.6 µM), for the others: top-dose activity, negative = inhibition, hits mostly inhibitors; 310,000 tested, 3.5% active; AID 2546;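 also: Gal4-VP16 expression switched on by copper sulfate through the metallothionein promoter; potency is read from the fitted curve at half-maximal effect; % is scaled to controls: 0 for no effect and ±100 for the full control effect; nearly all actives have a fitted effect of over 50% in size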
RORgamma inh: ROR gamma (mouse) transcription inhibition; P51450; Drosophila S2 Gal4-RORgamma UAS-luciferase reporter, 20 h; Potency, µM (series often up to 53.6 µM), for the others: top-dose activity change, negative = inhibition, most hits filed as inhibitors; 310,000 tested, 5.4% active; AID 2551; also: potency is read from the fitted curve at half-maximal effect; % is scaled to controls: 0 for no effect and ±100 for the full control effect; nearly all actives have a fitted effect of over 60% in size
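Drosophila S2 cells stably expressing Gal4-DBD/mouse RORγ fusion under metallothionein promoter plus UAS-luciferase; compound 1 h, then 700 uM CuSO4 induction for 20 h at ambient temperature; inhibition read as reduced luminescence.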
TRPV1 agonist: human TRPV1 agonism | Q8NER1 | TRPV1-expressing cells, Fluo-8 calcium influx, agonist mode | activation, % at 8.33 µM | AID 540275 | 320,000 tested, 0.19% active; in the data active = activation above about 80%; inconclusive = between about 30% and that limit; also: 0% is about no effect
Target sequence (Q8NER1 whole entry, looked up): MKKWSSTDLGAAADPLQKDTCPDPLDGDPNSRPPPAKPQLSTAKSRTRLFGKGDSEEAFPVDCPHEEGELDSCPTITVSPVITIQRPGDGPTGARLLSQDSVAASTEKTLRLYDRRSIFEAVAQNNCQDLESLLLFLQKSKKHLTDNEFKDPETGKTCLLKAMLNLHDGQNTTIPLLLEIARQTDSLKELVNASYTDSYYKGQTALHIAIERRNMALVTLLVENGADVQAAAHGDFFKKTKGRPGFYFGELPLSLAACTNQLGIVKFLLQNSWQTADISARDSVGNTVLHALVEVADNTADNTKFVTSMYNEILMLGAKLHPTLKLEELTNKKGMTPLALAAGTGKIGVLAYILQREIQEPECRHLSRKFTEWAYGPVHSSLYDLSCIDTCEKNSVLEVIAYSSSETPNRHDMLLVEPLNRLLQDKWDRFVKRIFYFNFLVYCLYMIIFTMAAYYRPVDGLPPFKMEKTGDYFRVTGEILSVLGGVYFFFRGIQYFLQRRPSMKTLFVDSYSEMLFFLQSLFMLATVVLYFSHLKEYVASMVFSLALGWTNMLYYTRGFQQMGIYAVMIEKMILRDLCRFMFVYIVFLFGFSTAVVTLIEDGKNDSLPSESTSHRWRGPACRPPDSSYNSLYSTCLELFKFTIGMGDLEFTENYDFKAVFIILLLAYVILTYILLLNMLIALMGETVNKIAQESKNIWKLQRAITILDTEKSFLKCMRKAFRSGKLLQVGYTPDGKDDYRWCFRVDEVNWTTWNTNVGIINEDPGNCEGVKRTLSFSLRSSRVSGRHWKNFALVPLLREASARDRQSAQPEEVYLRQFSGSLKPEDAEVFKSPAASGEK
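Cells expressing TRPV1 were dye-loaded with Fluo-8 and read kinetically: 10 s baseline, 3 min after compound (agonist portion), then 2 min after EC20 capsaicin (allosteric enhancer portion). Calcium-bound dye fluorescence at 480/520 nm.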
Starred values were filed as active, the others as inactive; ? = inconclusive; . = not tested or not shown; & = joins results of further samples; [ ] = another dose, or the depositor's remark. Unless noted, calls follow the shape of the dose curve; as a rule, active = well fitted curve in the direction sought with a large enough effect; inconclusive = small, poorly fitted or top-dose-only effect, or another doubt; inactive = no such curve, though single readings can be large; an effect the other way counts as inactive or inconclusive.

SMILES	Rab9 promoter act	NPC1 promoter act	p53 reactivator	BRCA1 expr act	FLuc modulator	Tb PFK block	ELG1 DNA repair	ELG1 genotoxic	Gal4-VP16 FLuc	RORgamma inh	TRPV1 agonist
COc1ccc(CCN=C(N)NS(=O)(=O)c2ccc(C)cc2)cc1OC	2.4%	-4.0%	-6.4%	1.6%	-1.1%	-3.3%	0.1%	1.1%	-0.6%	20.0%	2.3
CCOc1ncccc1C(=O)NCCc1ccc(Cl)cc1	-12.2%	-3.6%	-0.8%	-20.1%	-1.1%	-1.9%	?	-2.6%	1.9%	3.3%	-1.1
COc1ccc(-c2csc(NNC3=NCCCCC3)n2)cc1	15.1%	-0.3%	27.5%	0.5%	?	?	?	-0.5%	?	?	9.4
Cc1nn(-c2ccccc2)cc1/C=N/NC(N)=S	15.9%	1.4%	7.6%	1.2%	?	3.1%	?	8.1%	4.47µM*	2.51µM*	3.4
O=C(CSc1nc2ccccc2c(=O)n1Cc1ccc(F)cc1)NCc1cccs1	-4.9%	-1.9%	1.2%	1.7%	-0.9%	0.9%	16.7%	0.1%	5.01µM*	2.82µM*	13.9
COc1cc(NC(=O)CC2NCCNC2=O)cc(OC)c1 (configuration not stated)	-0.2%	-0.6%	?	0.5%	1.0%	8.8%	18.4%	1.8%	6.4%	-15.1%	-0.2
Cc1ccc(N(C(=O)c2ccco2)C(C(=O)NC2CCCC2)c2cccnc2)cc1 (configuration not stated)	2.5%	-2.1%	0.6%	-23.6%	0.3%	-0.4%	20.5%	-4.9%	2.3%	-5.0%	1.6
O=[N+]([O-])c1cc2c(c(CSc3nnnn3-c3ccc(O)cc3)c1)OCOC2	-2.1%	-3.0%	-6.5%	-34.3%	0.6%	-0.1%	-0.1%	0.7%	-14.0%	?	-0.3
C=C(C)c1nc2cc(OC)c(OC)cc2c(=O)o1	-3.9%	-2.4%	-3.7%	-6.0%	2.8%	1.7%	-1.8%	2.2%	-3.1%	-2.6%	2.1
O=C(O)C1CSC(c2ccncc2)N1 (configuration not stated)	-3.8%	1.0%	20.5%	4.9%	-3.1%	9.9%	-8.5%	-0.5%	-1.9%	1.1%	-0.2
CC(C)c1nc(SCc2ccccn2)c2c(=O)n(C)c(=O)n(C)c2n1	-2.8%	6.6%	0.3%	1.7%	4.1%	-4.7%	-12.8%	-18.0%	-3.1%	-1.1%	2.2
Cc1ccc(C(=O)Nc2ncccc2C)cc1S(=O)(=O)N1CCOCC1	-2.0%	-0.3%	-5.5%	2.9%	-1.3%	0.1%	17.9%	1.4%	.	.	0.2
Cc1nc(N=Nc2cc(S(=O)(=O)O)c3cc([N+](=O)[O-])cc(S(=O)(=O)O)c3c2)c(COP(=O)(O)O)c(C=O)c1O	0.2%[46.1 µM]	1.5%[46.1 µM]	.	-2.5%	.	.	.	.	3.6%	-18.6%	.
CCOC(=O)CSc1nc2c(c(=O)n(Cc3ccccc3Cl)c(=O)n2C)n1C	4.1%	-0.5%	-4.1%	1.5%	3.7%	1.3%	10.6%	-0.1%	-5.2%	-11.2%[10 µM]	13.8
CC(=O)NC(O)C(=O)c1ccccc1 (configuration not stated)	-2.6%	2.3%	19.7%	5.6%	-9.9%	-3.4%	26.1%	4.2%	-12.5%	2.4%	0.8
Cc1cc(C(=O)OCC(=O)N(C)c2ccccc2)c(C)o1	.	.	2.2%	-10.9%	.	-0.5%	23.0%	0.5%	.	.	.
Cc1ccccc1NC(=O)/C=C/c1cccc(C(F)(F)F)c1	20.9%	16.8%	?	60.2%	?	-0.2%	17.3%	1.3%	20.7%	14.4%	?
O=C(Oc1ccc(-c2nnco2)cc1)N1CCOCC1	4.5%	-2.1%	15.2%	29.4%	-10.5%	-0.6%	?	3.9%	?	33.8%	0.7
COc1cc(NC(=O)c2cccc(Cl)c2)c(OC)cc1NC(=O)CN1CCOCC1	2.4%	-1.9%	-6.2%	-38.8%	-2.9%	-0.7%	?	-9.7%	1.3%	-7.2%	-0.9
CCOc1ccc(Cn2ccnc2)cc1[N+](=O)[O-]	-3.5%	3.0%	-3.6%	-14.2%	-0.8%	-0.1%	?	3.1%	-3.4%	34.0%[10 µM]	0.6
COc1ccc(NC(=O)COC(=O)CCNS(=O)(=O)c2ccc(Cl)cc2)cc1	0.3%	-2.8%	-2.0%	4.8%	0.5%	-16.4%	-1.9%	-0.7%	-5.7%	14.6%	-0.5
Cc1nnc(SCC(=O)Nc2nccs2)n1N	11.4%	4.7%	1.7%	11.1%	0.0%	16.2%	4.7%	1.2%	.	.	-1.4
O=C(Cn1[nH]c(=O)c2ccccc2c1=O)NC1CCN(Cc2ccccc2)CC1	-0.5%	-1.2%	4.5%	-22.3%	-1.4%	-0.3%	-7.7%	-0.7%	3.3%	-22.2%	-1.2
CCCCC(=O)OCc1c(-c2cccc(OC)c2)ncc2ccccc12	-13.2%	1.4%	-16.6%	13.6%	6.0%	-4.8%	?	-2.2%	.	.	25.7
CCn1cc(CNC(=O)c2ccc3nc(Cc4ccccc4F)oc3c2)cn1	-5.8%	0.5%	-18.0%	36.8%	?	0.2%	4.2%	9.7%	?	14.4%	10.2

Profiles, looked up by structure:
CC(C)c1nc(SCc2ccccn2)c2c(=O)n(C)c(=O)n(C)c2n1 is listed with Rab9 promoter act: -2.8%; NPC1 promoter act: 6.6%; p53 reactivator: 0.3%; BRCA1 expr act: 1.7%; FLuc modulator: 4.1%; Tb PFK block: -4.7%; ELG1 DNA repair: -12.8%; ELG1 genotoxic: -18.0%; Gal4-VP16 FLuc: -3.1%; RORgamma inh: -1.1%; TRPV1 agonist: 2.2
Cc1nc(N=Nc2cc(S(=O)(=O)O)c3cc([N+](=O)[O-])cc(S(=O)(=O)O)c3c2)c(COP(=O)(O)O)c(C=O)c1O is listed with Rab9 promoter act: 0.2%[46.1 µM]; NPC1 promoter act: 1.5%[46.1 µM]; p53 reactivator: .; BRCA1 expr act: -2.5%; FLuc modulator: .; Tb PFK block: .; ELG1 DNA repair: .; ELG1 genotoxic: .; Gal4-VP16 FLuc: 3.6%; RORgamma inh: -18.6%; TRPV1 agonist: .

Following part
SMILES	Rab9 promoter act	NPC1 promoter act	p53 reactivator	BRCA1 expr act	FLuc modulator	Tb PFK block	ELG1 DNA repair	ELG1 genotoxic	Gal4-VP16 FLuc	RORgamma inh	TRPV1 agonist
CCCCN(C(=O)c1ccc(C#N)cc1)c1c(N)n(CCC)c(=O)[nH]c1=O	-5.9%	-1.3%	-3.9%	1.4%	0.1%	6.1%	-4.3%	-0.7%	-0.6%	-14.4%	-0.8
COc1ccc2[nH]cc(CCNC(=O)Nc3ccccc3C)c2c1	-1.3%	0.6%	8.9%	8.7%&-3.6%	-5.1%&-0.8%	0.9%	-6.8%	0.0%	2.8%	0.6%	6.8
O=C(CSc1nnc(COc2ccc(Cl)cc2)o1)N1CCCC1	3.5%	2.1%	2.3%	5.3%	2.0%	0.9%	2.0%	-0.8%	22.3%	-27.8%	3.1
COc1ccc(-n2c(CN3CCC(C(N)=O)CC3)nc3ccc([N+](=O)[O-])cc3c2=O)c(OC)c1	5.9%	-1.3%	10.5%	2.2%	2.3%	-0.9%	-1.8%	3.3%	-0.6%	-0.1%	-1.8
Cc1nnc(SCC(=O)N2CCN(S(=O)(=O)c3ccc(Cl)cc3)CC2)[nH]c1=O	-0.8%	1.6%	2.5%	-8.3%	4.5%	6.8%	-4.0%	2.5%	-1.4%	4.3%	1.7
COc1ccc(Nc2nnc(SCC(=O)N3CC(=O)Nc4ccccc43)s2)cc1	15.4%	14.1%	-0.9%	-22.4%	8.49µM*	-6.9%	3.3%	-0.9%	-13.4%	-3.4%	2.4
CCCC(NS(=O)(=O)c1ccc(OC)cc1)C(=O)O (configuration not stated)	3.6%	-3.2%	-18.2%	3.3%	-1.5%	6.0%	-1.7%	2.2%	-8.3%	2.9%	-2.5
COc1cccc(-n2c(SCC(=O)N3c4ccccc4CC3C)nnc2-c2ccco2)c1 (configuration not stated)	-3.7%	-4.5%	-4.8%	-21.6%	0.2%	-0.8%	?	-11.5%	-9.3%	-21.5%	19.1
C[C@H](CO)N1C[C@H](C)[C@@H](CN(C)S(=O)(=O)c2cccs2)Oc2ccc(NC(=O)CCC(F)(F)F)cc2C1=O	.	.	0.4%	0.0%	.	-1.1%	-20.7%	-0.5%	.	.	.
CC(C)CC(=O)NC(=S)Nc1ccc(S(=O)(=O)NC(C)(C)C)cc1	-2.6%	-4.0%	-17.2%	-21.0%	2.2%	-3.1%	-27.6%	-4.1%	?	?	-8.5

Screening results deposited in PubChem BioAssay by National Center for Advancing Translational Sciences (NCATS).
